Screening data: PubChem, several laboratories
HIV RNase H inh: blocks HIV-1 RNase H cleavage of RNA/DNA duplex; P04585; RT-RNase H RNA/DNA duplex cleavage, fluorescence; inhibition, % at 10 µM; actives 1.9% (n = 65,000); AID 565; in the data active = inhibition above about 50%
RmlCD inh mix: RmlC/RmlD inhibition, mixture screen | RmlC/RmlD coupled enzyme inhibition, 384-well mixture HTS | inhibition, % at 5.5 µM | actives 0.39% (n = 110,000); in the data active = inhibition above about 30%, passing the limit was not always enough; also: strong numbers were not always called active
* marks the source's active call; other numbers are inactive results; i = inactive; x = no result given. A portion of the library; the hit share may differ from the screen's.

SMILES | HIV RNase H inh | RmlCD inh mix
CCCNc1nc(C)cc(-c2cc(C(=O)NCc3ccccc3)on2)n1 | x | -12
Cn1c(=O)c2cc(S(=O)(=O)N3CCOCC3)ccc2n(C)c1=O | -11 | -4
CCOC(=O)N1CCC(N2CCN(c3cc(C)ccc3C)CC2)CC1 | 5 | 1
CC1(C)CC(=O)C2=C(C1)N(c1ccccc1C#N)C(N)=C(C#N)C2c1cccs1 (centres undefined) | -29 | -17
O=C1N/C(=N\N=C\c2cccnc2)SC1Cc1ccc(SC(F)F)cc1 (centres undefined) | x | -6
CC(=O)N/N=C/c1cc([N+](=O)[O-])ccc1OCCOc1ccccc1 | x | 8
COC(=O)c1ccc(OCC(=O)NC(C)(C)C)cc1 | x | -3
Oc1ccc(-c2[nH]ncc2-c2ccc(Cl)cc2)c(O)c1 | 5 | 4
CC(C)c1nc2n[nH]c(N)c2c2c1CCCC2 | -8 | -118
N#CCOc1nc(N2CCOCC2)nc(N2CCOCC2)n1 | -3 | -12
CCCc1cc(C(=O)Nc2cccnc2)no1 | -7 | 3
COc1ccc(S(=O)(=O)N2CCSC2c2ccc(OC)c(OC)c2)cc1 (centres undefined) | -26 | 6
CC(=O)NCCc1ccc(S(=O)(=O)N2CCOCC2)cc1 | -47 | -3
CC1(C)CNC(=O)c2sc(N3CCCCC3)nc2C1 | -7 | 6
Cc1cc(Cl)ccc1NC(=O)Nc1c(C)n(-c2ccccc2)c(=O)n1C | x | 7
CCCCOCCCNC(=O)Cc1cccs1 | -7 | 0
COc1ccc(OC)c(C2/C(=C(\O)c3ccc(OC)c(Cl)c3)C(=O)C(=O)N2CCN(C)C)c1 (centres undefined) | 1 | -8
O=C(COc1ccc(-c2nnco2)cc1)N1CCN(S(=O)(=O)c2ccccc2)CC1 | -17 | 0
CCNS(=O)(=O)c1ccc(Br)c(OC)c1 | x | 6
Cc1cccc(C(=O)O/N=C/c2c(Cl)n(C)c3ccccc23)c1 | x | 3
O=C(O)CCCN=C1CCCc2ccccc2N1 | x | -8
N#CC(C(N)=O)=C1CCC2(CC1)OCCCCO2 | 42 | -17
COc1cccc(/C=N/n2c(=S)n(C)c3cc(C)c(C)cc32)c1OC | x | 12
Cc1cc(Nc2cccc(F)c2)nc(-c2ccccc2O)n1 | 2 | 2
CCCCCOc1ccc(C(=O)NC(CCC)C(=O)O)cc1 (centres undefined) | -3 | 1
CCC(=O)Nc1ccc(NC(=O)Cc2ccccc2)cn1 | -11 | -14
O=c1c2cccnc2[nH]c(=S)n1CCCN1CCN(c2ccccc2F)CC1 | -11 | x
NC(=O)c1nsc(C(=O)N(CC(=O)NCc2ccc(F)cc2)Cc2ccco2)c1N | x | 5
CCc1ccc(CCC(=O)Nc2nnc(C)s2)o1 | -13 | 9
O=C(Nc1ccccc1)N1CCN(c2cccc(C(F)(F)F)c2)CC1 | x | -6
CCN(C(=O)c1c(C)cc(=O)oc1C)c1ccc2c(c1)OCO2 | x | -8
c1ccc2c(CNn3cnnc3)cccc2c1 | -5 | -10
Cc1[nH]nc2ncc(C(=O)c3ccccc3O)cc12 | 2 | -5
O=C(COc1ccc(Cl)cc1)NCCCn1ccnc1 | -7 | 4
Cc1csc(N(C(=O)c2ccc(S(=O)(=O)N(C)C)cc2)c2ccccc2)n1 | x | -8
O=c1[nH]c2ccc(S(=O)(=O)NCc3ccccn3)cc2s1 | -5 | -12

Part of the list above in order of formula weight, highest first:
SMILES | HIV RNase H inh | RmlCD inh mix
CCN(C(=O)c1c(C)cc(=O)oc1C)c1ccc2c(c1)OCO2 | x | -8
Cc1[nH]nc2ncc(C(=O)c3ccccc3O)cc12 | 2 | -5
c1ccc2c(CNn3cnnc3)cccc2c1 | -5 | -10

Further structures
SMILES | HIV RNase H inh | RmlCD inh mix
CCN1CCN(C(=O)Nc2cccc3ccccc23)CC1 | 9 | -8
CCCC(=O)c1c[nH]c(C(=O)NCc2ccco2)c1 | x | 4
O=C1c2ccccc2C(=O)N1c1ccc(-c2nc3ccccc3o2)cc1 | 13 | 29
CCOc1cc(-c2nc(-c3ccc(C)nc3OCC)no2)cc(OCC)c1OCC | 11 | -27
O=C(NCc1ccc(F)cc1)C1C2C=CC3(CN(Cc4cccnc4)C(=O)C13)O2 (centres undefined) | 1 | -3
Cc1ccc(NC(=S)NNC(=S)NCc2ccccc2)cc1 | x | -42
CCOC(=O)Nc1ccc(S(=O)(=O)Nc2nccc(C)n2)cc1 | -9 | 9
CCOC(=O)C1=C(C)NC(=O)NC1c1cccc(O)c1 (centres undefined) | -19 | 8
COc1ccc(N(CC(=O)Nc2cc(Cl)ccc2OC)S(=O)(=O)c2c(C)noc2C)cc1 | -8 | -30
CCOC(=O)N1CCN(C(=O)c2cccc(OC)c2O)CC1 | x | -13
Cc1ccc(N(C(=O)c2cccs2)C2C=CS(=O)(=O)C2)cc1 (centres undefined) | -6 | -17
CCOc1ccc2nc(SCc3ccccc3C#N)sc2c1 | x | i

Structural class, those above with a furan ring, fused or not.
SMILES | HIV RNase H inh | RmlCD inh mix
NC(=O)c1nsc(C(=O)N(CC(=O)NCc2ccc(F)cc2)Cc2ccco2)c1N | x | 5
CCc1ccc(CCC(=O)Nc2nnc(C)s2)o1 | -13 | 9
CCCC(=O)c1c[nH]c(C(=O)NCc2ccco2)c1 | x | 4

Following part.
SMILES | HIV RNase H inh | RmlCD inh mix
CCN1C(=O)c2cccc3c(NS(=O)(=O)c4ccc(NC(C)=O)cc4)ccc1c23 | 1 | 3
CC1CCN(c2nc(-c3ccc(F)cc3)cc(C(F)(F)F)n2)CC1 | -8 | -30
CCOC(=O)COc1cccc2c(=O)n(CC(=O)N3CCc4ccccc43)ccc12 | -10 | -12
CC(NC(=O)c1cc(-c2ccccc2)on1)c1ccccc1 (centres undefined) | -2 | -9
CCc1ccccc1NC(=S)N1CCC(C(=O)c2ccc(F)cc2)CC1 | x | -7
NC(=O)c1c(NC(=O)c2ccccc2)sc2c1CCc1ccccc1-2 | x | -14
O=C(NCc1ccccc1C(F)(F)F)C1CC(c2ccccc2C(F)(F)F)=NO1 (centres undefined) | x | -11
O=C(NC1CCN(C(=S)NCc2ccco2)CC1)NC12CC3CC(CC(C3)C1)C2 | x | 5
Cn1c(=O)c2c(nc(SCC(=O)NC34CC5CC(CC(C5)C3)C4)n2C)n(C)c1=O | x | 12
CO/N=C/NC(=O)NOCc1c(Cl)cccc1Cl | x | 11
COc1ccc(C2/C=C\CN(C(=O)C3CCCCC3)CC(=O)N2Cc2ccc(F)cc2)cc1 (centres undefined) | x | 2
COc1cccc(NC(=O)c2ccc(CN3CCOCC3)cc2)c1 | -4 | -15
CCc1ccccc1N(C(=O)CCC(=O)Nc1cc(C)on1)C(C(=O)NC1CCCC1)c1ccco1 (centres undefined) | 5 | -13
CC(C)c1nnc(NC(=O)CCCC(=O)O)s1 | -7 | -7
CCN(CC)CCCN1C=C2C(=O)C(C)(OC(=O)CCc3ccccc3)C(=O)C=C2C=C1c1ccc(C#N)cc1 (centres undefined) | x | -13
CCN1CCN(S(=O)(=O)c2ccc(S(=O)(=O)N(CC)Cc3ccccc3)cc2)CC1 | 6 | -16
CCn1ncc(Br)c1C(=O)Nc1ccc(Cl)cn1 | -5 | -12
Cc1ccc2oc(=O)c3cc(C(=O)NCCN4CCN(C)CC4)sc3c2c1 | -23 | 10
Cc1nc(COC(=O)c2c(C)nn(-c3ccccc3)c2C)cs1 | -28 | 8
Cc1nnc(NC(=O)CSc2nnc(Cc3ccccc3)n2-c2ccccc2)s1 | -3 | 12
CC1=NN(c2ccc(N)cc2)C(=O)C1 | x | -2
CC12CN3CCN(CC(C3)C1(O)CN1CCOCC1)C2 (centres undefined) | -8 | -1
Cc1cccc(NC(=O)c2cc(NC(=O)c3ccco3)ccc2Cl)n1 | 1 | -9
COCCn1c(SCC(=O)Nc2cc(Cl)ccc2OC)nc2c(c1=O)SC(C)C2 (centres undefined) | -19 | -14
CN(C)/C(CN1CCN(C=O)CC1)=C1\N=C(c2ccccc2)OC1=O | x | 11
CC(C)COC(=S)Nc1ccccc1 | x | 0
O=C1CC(Nc2ccc(N3CCOCC3)cc2)C(=O)N1Cc1ccccc1 (centres undefined) | -3 | 2
CN1CCN(c2nc(-c3ccccc3)c3cc(Cl)ccc3n2)CC1 | -15 | -24
CCN(C(N)=S)c1ccccc1 | x | -11
CC(C)c1cc(C(=O)Nc2sc3c(c2C#N)CCC3)no1 | -4 | -5
COc1cc(NC(=O)c2ccc(Cl)cc2)c(OC)cc1Cl | x | -13
CCOC(=O)c1nnsc1NC(C)=O | -18 | 13
CCOC(=O)CC(=O)CSc1ncnc2c1oc1ccccc12 | -4 | x
Cc1sc2ncn(CC(=O)NCCCC(=O)N3CCN(c4ccccn4)CC3)c(=O)c2c1C | -44 | 0
Nc1c2c(nc3ccccc13)CCC2 | -19 | 13
CCCCN(C)C(=O)C(Cc1ccccc1)NS(=O)(=O)c1ccc2c(c1)c(=O)n(C)c(=O)n2C (centres undefined) | x | 3
O=C(COC(=O)CCc1ccccc1)Nc1ncc(Cl)cc1Cl | x | 3
Cc1onc(-c2c(F)cccc2Cl)c1C(=O)NCCCN1CCOCC1 | -1 | -1
COc1cc2c(=O)n(Cc3ccccc3)c(=O)n(CC(=O)NCc3ccco3)c2cc1OC | 1 | 9
CCn1cc(C(=O)N2CCCC2)c(=O)c2cc(S(=O)(=O)N3CCOCC3)ccc21 | -1 | 8
O=C(CC(c1ccccc1)c1ccccc1)Nc1ncn[nH]1 | -3 | x
CC(=O)Nc1cccc(-c2nnc3n2CC(C)S3)c1 (centres undefined) | 10 | 8
OC(c1cccc(OCc2ccccc2)c1)c1nnc(-c2ccccc2)o1 (centres undefined) | -16 | 8
COc1ccc(CN2CC(C(=O)NCCc3ccccc3)CC2=O)cc1 (centres undefined) | x | 4
CCOC(=O)N1CCN(c2c(N3CCc4ccccc43)c(=O)c2=O)CC1 | -6 | 12
Cc1cc(C)cc(N(CC(=O)N2CCN(Cc3ccccc3)CC2)S(=O)(=O)c2c(C)noc2C)c1 | -4 | -14
CCCCCCCc1nc2c(=O)n(C)c3ccccc3c2o1 | x | 6
CCCCC(=O)Nc1ccc(Br)cc1C(=O)O | -3 | 4
COc1ccc(OC)c(C(c2nnnn2Cc2ccccc2)N2CCC(C(N)=O)CC2)c1 (centres undefined) | -5 | -2
CCn1c(CCNC(=O)c2ccccc2Cl)n[nH]c1=S | x | -15
Cc1ccc(SCC(=O)NC(=O)NCc2ccco2)c(C)c1 | x | -12
O=S(=O)(NCCc1csc(-c2ccc(C(F)(F)F)cc2)n1)c1ccc2c(c1)OCCO2 | x | 8
CCOCCCN(C(=O)c1ccco1)C(C(=O)NC1CCCC1)c1cccc(OC)c1OC (centres undefined) | -3 | x
O=C(COC(=O)c1cccc(NC(=O)c2ccco2)c1)c1ccc(Br)cc1 | -18 | 21
COc1ccc(CN2CCCCC2C)c(C)c1C (centres undefined) | -3 | -11
O=C(Nc1ccncc1)c1c(O)c2ccccc2n(Cc2ccccc2)c1=O | 4 | x
Cn1cnnc1SCC(=O)c1c[nH]c2ccccc12 | -4 | 32
Cc1ccc(S(=O)(=O)CC(C)N2CCN(C3CCCCC3)CC2)cc1 (centres undefined) | x | -14
CCOC(=O)c1cc2c(=O)n3cccc(C)c3nc2n(CC2CCCO2)c1=NC(C)=O (centres undefined) | 0 | x
COc1ccc(-c2nn3c(-c4ccc(F)cc4)nnc3s2)cc1 | 30 | 7
(further entries)
SMILES | HIV RNase H inh | RmlCD inh mix
COc1cc(NC(=O)c2csc(N)n2)cc(C(=O)Nc2cccc(C(F)(F)F)c2)c1 | x | 6
COc1cccc(N/C(C)=C/C(=O)c2ccc(Br)cc2)c1 | x | -2
CC1=C(C/C(C)=C/c2ccccc2)/C(=C/CO)[C@H](O)[C@](C)(O)C12CC2 | x | 4
O=C(CSCc1ccc(Br)cc1)N1CCOCC1 | 0 | -8
Cc1nnsc1C(=O)NNS(=O)(=O)c1ccccc1 | x | 30
Cn1c(=O)c2c(nc(Oc3ccc(-c4ccccc4)cc3)n2C)n(C)c1=O | -9 | -3
COCCCN1C(=O)C(=O)/C(=C(/O)c2ccccc2)C1c1ccc(N(C)C)cc1 (centres undefined) | -8 | -3
O=C(Nc1cccn2ncnc12)c1ccccc1 | x | -1
N#CCCn1c(SCC(=O)NCc2ccco2)nc2ccccc21 | x | 6
CC(NC(=O)c1ccco1)C(=O)Nc1nc(-c2ccccn2)cs1 (centres undefined) | 39 | -6
CC(C)(C)c1cc(CN2CCCCC2)cc(C(C)(C)C)c1O | x | -8
Cc1nn(C(=O)c2cccnc2)c(C)c1Sc1ccc(Br)cc1 | x | -3

Entries of single compounds, quoted from the list.
COc1cccc(N/C(C)=C/C(=O)c2ccc(Br)cc2)c1 is listed with HIV RNase H inh = x; RmlCD inh mix = -2
CC1=C(C/C(C)=C/c2ccccc2)/C(=C/CO)[C@H](O)[C@](C)(O)C12CC2 is listed with HIV RNase H inh = x; RmlCD inh mix = 4

(list continues)
SMILES | HIV RNase H inh | RmlCD inh mix
O=C(CSc1nnc2scc(-c3ccccc3)n12)NCC1CCCO1 (centres undefined) | -25 | 1
CCOC(=O)C1=C(C)N(C)C(C)=C(C(=O)OCC)C1c1ccccc1 | x | 2
O=S(=O)(NCCc1ccccn1)c1ccc(F)c(F)c1 | 8 | x
CCCCCCCCN1[C@@H](CC(C)=O)c2cc(C(F)(F)F)ccc2S1(=O)=O | x | -13
CC(C)c1nc2ccc(NC(=O)C3CCCCC3)cc2[nH]1 | x | 6
COc1nc(OC)nc(N2CCC(C(=O)NCc3cccs3)CC2)n1 | -13 | 2
